Assay outcomes deposited in PubChem by several laboratories.
FBA Mtb inh: inhibitors of M. tuberculosis fructose-bisphosphate aldolase; P9WQA3; purified M. tuberculosis FBA, fluorescence read-out; inhibition, % at 1 µM; actives 2.3% (n = 360,000); AID 588726; in the data active means inhibition above about 27%;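 further: 0% = vehicle and 100% = reference inhibitor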
Mtb BioA inh: BioA (M. tuberculosis) enzyme inhibition; purified M. tuberculosis BioA enzyme, plate reader; actives 0.096% (n = 360,000); inhibition, % at 9.99 µM; in the data active means inhibition above about 40%; inconclusive means no clear call, values can overlap the other calls
UGM FP inh: Mtb UDP-galactopyranose mutase inhibition. P9WIQ1. purified UGM, fluorescence polarization probe displacement. inhibition, % at 10 µM. actives 0.06% (n = 320,000); in the data active means inhibition above about 10%, passing the limit was not always enough; inconclusive means no clear call, values can overlap the other calls
Target sequence (P9WIQ1 whole entry, looked up): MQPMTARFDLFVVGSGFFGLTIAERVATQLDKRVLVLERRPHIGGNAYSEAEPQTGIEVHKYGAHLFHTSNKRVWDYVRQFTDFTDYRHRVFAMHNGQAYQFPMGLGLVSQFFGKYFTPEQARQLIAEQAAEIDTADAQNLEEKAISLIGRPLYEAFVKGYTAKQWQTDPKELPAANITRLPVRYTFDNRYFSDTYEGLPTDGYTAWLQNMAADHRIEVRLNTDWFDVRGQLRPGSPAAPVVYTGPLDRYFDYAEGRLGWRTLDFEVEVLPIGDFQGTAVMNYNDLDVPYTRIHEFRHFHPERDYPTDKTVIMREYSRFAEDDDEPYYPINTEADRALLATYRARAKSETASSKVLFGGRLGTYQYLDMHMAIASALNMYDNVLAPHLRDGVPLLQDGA
GDH-TPI counter: inhibits GDH-TPI coupling enzymes, artifact for Mtb FBA screen | actives 1.2% (n = 360,000) | GDH-TPI coupled enzyme counterscreen, NADH absorbance | inhibition, % at 4.8 µM | AID 588335; in the data active means inhibition above about 30%;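 further: 0% = DMSO wells and 100% = wells lacking the enzyme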
PrPC surface inh: reduces human prion protein on the cell surface; P04156; cell surface PrPC, TR-FRET read-out; inhibition, % at 13.8 µM; actives 0.43% (n = 370,000); AID 720596; in the data active means inhibition above about 24%; further: 0% = median of the test wells and 100% = reference compound wells
Rv3671c inh: inhibitors of M. tuberculosis serine protease Rv3671c | AID 2606 | actives 0.048% (n = 320,000) | P9WHR9 | inhibition, % at 5.96 µM; in the data active means inhibition above about 38%;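 further: extracellular domain of Rv3671c used as enzyme; 0% = enzyme with DMSO and 100% = no enzyme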
Target sequence (P9WHR9 whole entry, looked up, the tested form may be a part): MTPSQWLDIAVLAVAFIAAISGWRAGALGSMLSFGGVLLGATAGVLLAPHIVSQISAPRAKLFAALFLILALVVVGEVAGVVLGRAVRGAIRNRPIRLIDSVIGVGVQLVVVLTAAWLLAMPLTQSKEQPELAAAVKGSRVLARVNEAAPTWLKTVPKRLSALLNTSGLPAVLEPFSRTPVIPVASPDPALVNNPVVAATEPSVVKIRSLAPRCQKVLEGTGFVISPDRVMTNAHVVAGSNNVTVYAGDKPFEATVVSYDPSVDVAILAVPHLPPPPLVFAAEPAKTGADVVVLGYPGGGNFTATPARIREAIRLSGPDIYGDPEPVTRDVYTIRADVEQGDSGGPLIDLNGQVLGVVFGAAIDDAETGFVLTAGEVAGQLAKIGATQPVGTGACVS
BoNT-F LC inh: BoNT F light chain protease inhibition; Multiplex microsphere protease cleavage assay, flow cytometry; actives 0.22% (n = 360,000); inhibition, % at 10 µM; AID 588497; in the data active means inhibition above about 35%, passing the limit was not always enough; inconclusive means no clear call, values can overlap the other calls; further: plate controls were buffer without enzyme for full effect and enzyme alone for no effect
MazF activator: activators of E. coli MazEF toxin-antitoxin RNase; P0AE70; FAM/BHQ RNA-DNA oligo cleavage fluorescence, 5 h; activation, % at 20 µM; actives 0.32% (n = 350,000); in the data active means activation above about 50%
Target sequence (P0AE70 whole entry, looked up): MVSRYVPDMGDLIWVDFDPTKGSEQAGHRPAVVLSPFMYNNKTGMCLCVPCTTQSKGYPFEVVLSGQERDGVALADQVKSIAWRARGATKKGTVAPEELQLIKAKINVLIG
FadD28 FP inh: blocks FadD28 binding to the bisubstrate probe; AID 588549; inhibition, % at 12.5 µM; actives 0.22% (n = 360,000); fluorescence polarization; in the data active means inhibition above about 8.5%, passing the limit was not always enough; inconclusive means no clear call, values can overlap the other calls
The depositor's hits bear a star; i = inactive; ? = inconclusive; / = not tested or not shown; + = active, no number; & = joins results of further samples.

SMILES	FBA Mtb inh	Mtb BioA inh	UGM FP inh	GDH-TPI counter	PrPC surface inh	Rv3671c inh	BoNT-F LC inh	MazF activator	FadD28 FP inh
O=C(COC(=O)/C=C/c1ccccc1)Nc1ccccc1Br	1	-0.8	-2.5	0	-2	-1	0	-2	-3.9
COc1ccc(CCNC(=O)c2nnn(-c3ccc4c(c3)OCCO4)c2N)cc1OC	2	0.3	-1.9	-9	0	-1	0	4	-3.0
CC(=O)N1CCN(CC(=O)Nc2sccc2C#N)CC1	-3	/	-2.2	-1	0	10	1	23	1.0
Cc1cccc(NC(=O)CSCC(=O)Nc2cccc3ncccc23)c1	1	-0.6	-2.5	3	-7	8	4	-2	-0.4
Cc1ccc(O)c(C(=O)c2cc(C#N)c(=O)n(-c3nccs3)c2)c1	5	-85	-8.0	9	6	-2	-2	i	-0.7
Cc1cccc(Cl)c1OCCCN1CCOCC1	4	-0.7	-1.9	5	3	3	?	-5	-1.4
O=C(Nc1nc2ccccc2[nH]1)c1cccc(S(=O)(=O)N2CCOCC2)c1	4	/	3.8	5	-2	-6	-20	-14	-4.0
CCCCn1c(N)c(N(CC(C)C)C(=O)c2oc3ccc(OCC)cc3c2C)c(=O)[nH]c1=O	4	-2.2	-3.0	1	-4	-16	1	2	1.2
CCCc1nc2ccccc2c(C(=O)OC(C)C(=O)NCc2ccc3c(c2)OCO3)c1CC (stereo unspecified)	-2	0.6	-1.1	-3	10	0	-1	-17	0.1
C=CCN(c1ccccc1)S(=O)(=O)c1cccc(C(=O)Nc2ccncc2)c1	-1	1.0	/	-1	3	0	-8	5	-6.0
O=C1CCc2cc(S(=O)(=O)NCc3ccc(Cl)cc3)cc3c2N1CC3	0	2.2	-0.7	-1	-7	-4	-8	-2	0.3
O=C1CCc2cc(S(=O)(=O)NC3CCCCC3)cc3c2N1CC3	0	/	0.3	1	-11	0	5	-4	-0.5
O=c1c2ccccc2nc(-c2ccccc2)n1CCN1CCOCC1	-4	-2.2	-2.8	4	0	2	-2	6	0.5
O=C(CSc1nc2ccc(Cl)cc2[nH]1)NCCc1ccc(Cl)cc1	2	-2.0	0.8	8	-2	-18	1	-1	-1.0
CCCc1ccc(OCC(=O)Nc2cc(S(=O)(=O)CC)ccc2O)cc1	1	0.9	0.1	8	6	-7	-2	1	0.8
COCC(C)NC(=S)Nc1ccccc1[N+](=O)[O-] (stereo unspecified)	9	-0.2	1.6	-1	-2	2	2	1	-1.6
COc1ccc(C(=O)O)cc1S(=O)(=O)N(CCc1ccccc1)Cc1ccccc1	0	1.7	9.1	-1	-4	-18	3	-1	-0.8
CCCCC(=O)NC(c1ccc(Cl)cc1Cl)c1ccc2cccnc2c1O (stereo unspecified)	-1	-0.2	3.0	12	7	/	13	6	-1.6
CCCNC(=O)C1(C)CCCN(Cc2ccccc2F)C1 (stereo unspecified)	0	-1.0	/	4	-5	/	4	/	-1.1
O=C(CSc1nnc(-c2ccccc2)n1Cc1ccco1)NCc1ccc2c(c1)OCO2	3	/	2.1	-5	4	8	2	9	-5.0
O=C(NCc1ccncc1)c1ccc(NS(=O)(=O)c2cccc([N+](=O)[O-])c2)cc1	1	-1.0	-2.3	-13	-16	-1	4	0	1.9
CC(C)CC(=O)Nc1ccccc1N1CCN(c2ccccc2)CC1	-1	/	-1.1	-3	-16	0	-2	7	-3.1
O=[N+]([O-])c1ccc(Cl)cc1C=NNc1ccccn1	4	-2.1	/	4	6	/	-2	10	-0.5
Nc1ccccc1C(=O)Nc1cccc2ccccc12	2	0.3	2.9	0	-6	/	-9	7	-2.5
Cc1cccc(NC(=O)C2(C)CC3c4ccccc4C2c2ccccc23)c1 (stereo unspecified)	0	-0.7	0.7	7	-2	-8	-4	-3	-2.3

Entries above that have a furan ring, fused or not:
SMILES	FBA Mtb inh	Mtb BioA inh	UGM FP inh	GDH-TPI counter	PrPC surface inh	Rv3671c inh	BoNT-F LC inh	MazF activator	FadD28 FP inh
CCCCn1c(N)c(N(CC(C)C)C(=O)c2oc3ccc(OCC)cc3c2C)c(=O)[nH]c1=O	4	-2.2	-3.0	1	-4	-16	1	2	1.2
O=C(CSc1nnc(-c2ccccc2)n1Cc1ccco1)NCc1ccc2c(c1)OCO2	3	/	2.1	-5	4	8	2	9	-5.0

Next results
SMILES	FBA Mtb inh	Mtb BioA inh	UGM FP inh	GDH-TPI counter	PrPC surface inh	Rv3671c inh	BoNT-F LC inh	MazF activator	FadD28 FP inh
CCC(C)NS(=O)(=O)c1ccc(NC(C)=O)cc1 (stereo unspecified)	1	-0.6	-0.9	9	-6	-1	1	4	-1.3
CCC(=O)c1ccc(OCC(=O)NNC(=O)c2cc(C)oc2C)cc1	7	0.8	/	8	9	/	22	13	-1.1
CC1CCc2nc(NC(=O)C3CC3)sc2C1 (stereo unspecified)	0	/	1.0	5	-1	8	4	11	-1.2
CCNC(=O)/C(=C\C=C\c1ccccc1)NC(=O)c1ccc(Br)o1	0	/	-3.4	26	-11	-8	-3	5	-0.6
COC(=O)Nc1ccc(S(=O)(=O)NC2CCCCC2)cc1	0	-0.8	-2.4	0	6	-3	1	-2	-3.2
CCN1C(=O)c2ccc(C(=O)O)cc2C1=O	0	-0.7	-3.3	8	2	4	-29	-4	-0.3
CC(=O)Nc1ccc(N2CCOCC2)c([N+](=O)[O-])c1	-1	/	1.4	-1	-16	1	-1	6	0.7
CCOC(=O)c1c(NC(=S)Nc2ccccc2C)sc2c1CCC2	0	/	1.0	3	-1	-4	-4	-7	-2.4
O=C(NCC(c1ccco1)N1CCOCC1)c1cccc(Cl)c1 (stereo unspecified)	6	-4.6	1.5	6	-1	2	12	-3	0.6
CC1(c2nnc(Cc3ccccc3)o2)CC(c2ccccc2F)=NO1 (stereo unspecified)	2	1.0	-0.7	-9	0	4	-6	0	-0.4
N#Cc1sc(C(N)=O)c(-c2ccccc2)c1-c1ccccc1	2	/	4.8	0	4	-1	-7	1	1.0
O=C1NC(=O)/C(=C/c2ccccc2OCc2ccccc2)S1	-1	/	2.1	32*	-1	-7	-7	-3	-11
CS(=O)(=O)N1CCCCC1c1cc(C(=O)NCc2ccc(Cl)c(Cl)c2)no1 (stereo unspecified)	-2	1.8	/	-1	3	/	-5	/	-3.0
CC#CCN(CC#CC)S(=O)(=O)c1ccc(-n2cnnn2)c(OC)c1	0	1.8	2.2	6	-3	-8	6	10	-3.1
CC1(C)CC(=O)C(CC(=O)Nc2cc(C(F)(F)F)ccc2Cl)C(=O)C1	-4	/	0.2	0	7	-2	1	-17	-3.2
Cn1c(N)c(C(=O)COC(=O)C2CC(O)CN2S(=O)(=O)c2ccc(Cl)cc2)c(=O)n(C)c1=O (stereo unspecified)	0	-1.6	0.0	5	-6	8	-1	7	-1.6
CCc1n[nH]c(=S)n1/N=C/c1cc(Br)c(O)c(OC)c1	1	/	1.8	17	3	-5	-4	3	-5.1
CCCSc1ccc(-c2nn(-c3ccccc3)cc2/C=C(/C#N)C(=O)N2CCOCC2)cc1	2	/	1.8	18	5	-29	0	-10	-1.0
Cc1cc(OC(C)C(=O)NCc2ccccn2)c2c(C)c(Cc3ccccc3)c(=O)oc2c1 (stereo unspecified)	4	0.2	-2.0	9	2	-4	6	16	-2.3
CCOC(=O)c1c(C)[nH]c(C(=O)CSc2nnc(Nc3ccccc3F)s2)c1C	-3	-2.3	0.1	13	6	-18	-3	8	-1.5
CCOC(=O)C1CCN(C(=O)CSc2ccc(Cl)cc2)CC1	0	0.1	-2.7	-3	8	-2	-1	1	-0.7
Cc1cc(N)ccc1NC(=O)CN1CCOCC1	2	1.0	-0.1	0	-5	-11	32	13	-1.1
O=S(=O)(O)c1ccc(N2N=C(c3ccccc3)CC2c2ccccc2)cc1 (stereo unspecified)	+	/	3.3	18	4	6	-5	0	3.4
CC1(C)CC(=O)c2cc(N=C/C(C(=O)c3ccccc3)=C(\O)c3ccccc3)c(=O)oc2C1	-7	/	0.4	-1	-1	-2	2	-8	-4.1
NS(=O)(=O)c1ccc(N=Nc2c(O)[nH]c(=S)[nH]c2=O)cc1	-33	1.2	-0.8	22	-49	-1	-5	6	-3.0
Going on with the list:
SMILES	FBA Mtb inh	Mtb BioA inh	UGM FP inh	GDH-TPI counter	PrPC surface inh	Rv3671c inh	BoNT-F LC inh	MazF activator	FadD28 FP inh
COCCOC(=O)N1CCCCC1c1cc(C(=O)Nc2cccc3c2CCCC3)no1 (stereo unspecified)	0	0.3	/	4	7	/	2	/	-0.2
COc1ccc(C2/C=C\CN(C(=O)c3ccc(C)cc3)[C@H](Cc3ccccc3)C(=O)N2Cc2ccc(F)cc2)cc1 (stereo partly specified)	8	-1.7	-0.3	16	/	-11	-3	-3	2.2
C1=CC2CC1CC2CNCc1ccco1 (stereo unspecified)	-4	/	-0.3	1	-5	6	-15	6	0.9
CN(CC(=O)Nc1ccccc1Cl)C(=O)CCNC(=O)Nc1ccccc1	0	0.7	-3.2	-8	2	3	-10	1	-3.6
COc1cccc(/C=C/c2onc(C)c2S(=O)(=O)N2CCC(C(=O)NC3CCCCCC3)CC2)c1	2	-0.8	-0.6	7	4	-5	-1	0	-1.2
Cc1ccc(-n2nc3c([n+]2[O-])CCc2nonc2-3)cc1	-2	/	3.4	8	4	-5	2	3	-4.6
CCOc1ccccc1CN1CCNC(=O)C1CC(=O)NCc1cc(C)n(C)n1 (stereo unspecified)	-1	-3.1	0.9	-4	-11	-1	1	-1	-6.2
Brc1ccc(C2NCCS2)cc1 (stereo unspecified)	1	-2.1	0.6	-3	3	2	-3	2	-2.5
C=CC[C@@H](CC(=O)NCCO)C(=O)NC[C@H](OC(=O)[C@@H](CC=C)Cc1ccc(F)cc1)c1ccccc1	1	-1.8	0.6	-4	-6	1	-4	0	-6.2
COc1cc(NC(=O)CN(c2ccc(C)cc2)S(=O)(=O)c2c(C)noc2C)cc(OC)c1	-3	-0.2	0.2	-4	4	-40	1	12	-4.3
O=C(CN1C(=O)NC2(CCCCCCC2)C1=O)NC(=O)NCc1ccco1	1	0.0	2.8	9	-5	7	-5	-9	-1.0
COC(=O)CC/C(O)=C1\C(=O)CC(C)(C)CC1=Nc1ccccc1OC	-2	-2.8	-4.3	13	5	10	-6	-10	2.1
COc1ccc(N2CC(C(=O)Nc3cccc(C)n3)CC2=O)cc1 (stereo unspecified)	1	-1.3	-1.9	3	5	-4	-2	6	1.6
O=C(Cc1cccs1)NCC1CCCO1 (stereo unspecified)	4	0.6	1.9	0	-4	0	-16	-1	0.0
O=S(=O)(Nc1ccc(Cc2ccncc2)cc1)N1CCCC1	1	0.0	0.1	3	9	-3	-11	1	-2.1
CCCC1(CCC)NC(=O)N(CC(=O)Nc2cccc(OC)c2)C1=O	0	-4.5	2.8	11	5	5	-20	5	-0.9
COc1cc(/C=C/C(=O)OCC(=O)N2CCC(C)CC2)ccc1O	4	0.0	1.7	29	1	2	-5	3	-4.2
Cc1cccc(C)c1N/C=C/c1onc(C)c1[N+](=O)[O-]	-8	0.0	1.0	5	1	3	2	28	-2.2
O=C(C1Cc2ccccc2CN1C(=O)c1ccco1)N1CCN(c2ccccc2)CC1 (stereo unspecified)	3	6.7	1.3	13	6	-2	1	-14	0.0
C[C@H](CO)N1C[C@H](C)[C@@H](CN(C)Cc2ccc(-c3ccccc3)cc2)Oc2c(NS(=O)(=O)c3cn(C)cn3)cccc2C1=O	4	3.4&-0.7	-4.6	-1	3	-2	-5	5	-0.8
c1ccc(COC(CN2CCCCCC2)CN2CCCCCC2)cc1	-4	/	-0.1	7	-2	8	?	-23	0.0
COCCNC(=O)CCc1nnc2ccc(N3CCC(C)CC3)nn12	-3	-0.5	-4.2	-11	-2	-6	0	-3	/
O=C(NC1CCCCC1)N(Cc1nc2ccccc2c(=O)[nH]1)C1CCCCC1	5	-1.9	0.2	4	4	5	-7	-1	0.8
O=C(CC(=O)NN=C1CCCCCC1)NCc1cccnc1	2	/	0.1	1	5	2	-3	9	-0.3
